Compound activity: PubChem, Sanford-Burnham Center for Chemical Genomics
A3A deaminase: APOBEC3A ssDNA deaminase inhibitors, primary screen, selectivity assay for APOBEC3G inhibitor project, biochemical, FAM/TAMRA oligo cleavage fluorescence; recombinant A3A, FAM/TAMRA ssDNA deamination fluorescence; inhibition, % at 20 µM; 330,000 compounds, 0.41% hits; AID 493011, 2011;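 active = at least 40% inhibition at 20 µM here, with at most 30% in a related deaminase screen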;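 note: plate controls were A3A with DMSO for no effect and wells lacking A3A enzyme for full effect; some results filed as inactive read as strong as hits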
Target sequence (P31941 whole entry, looked up): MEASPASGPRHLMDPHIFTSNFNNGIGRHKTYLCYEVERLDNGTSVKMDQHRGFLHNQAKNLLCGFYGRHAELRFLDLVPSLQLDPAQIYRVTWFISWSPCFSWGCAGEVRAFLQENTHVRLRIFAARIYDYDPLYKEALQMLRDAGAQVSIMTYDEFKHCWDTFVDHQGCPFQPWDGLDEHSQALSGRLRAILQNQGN
APOBEC3G inh: APOBEC3G DNA deaminase inhibitors, primary screen, biochemical, fluorescence, single-stranded DNA substrate, uHTS. DNA dC->dU-editing enzyme APOBEC-3G (Homo sapiens), Q9HC16. 330,000 compounds, 0.28% hits. inhibition, % at 20 µM. recombinant A3G, ssDNA deamination FAM/TAMRA fluorescence;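 active = inhibition of at least 40% at 20 µM, with no more than 30% in the related APOBEC3A deaminase screen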;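 note: plate controls were DMSO wells with A3G for no effect and wells lacking A3G enzyme for full effect; some compounds called inactive have numbers as strong as hits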
Target sequence (Q9HC16 whole entry, looked up): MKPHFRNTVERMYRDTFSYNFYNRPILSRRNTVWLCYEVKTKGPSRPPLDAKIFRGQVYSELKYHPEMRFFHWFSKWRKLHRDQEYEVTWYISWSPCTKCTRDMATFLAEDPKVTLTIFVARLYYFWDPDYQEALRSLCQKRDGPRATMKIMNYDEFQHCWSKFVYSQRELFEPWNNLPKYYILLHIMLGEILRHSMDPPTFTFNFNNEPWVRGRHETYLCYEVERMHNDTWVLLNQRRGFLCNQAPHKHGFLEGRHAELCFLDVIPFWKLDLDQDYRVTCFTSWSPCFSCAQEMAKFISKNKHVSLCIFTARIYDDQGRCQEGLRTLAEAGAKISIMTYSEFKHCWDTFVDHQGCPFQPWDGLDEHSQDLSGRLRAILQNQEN
MIN6 prolif: inducers of MIN6 beta-cell proliferation, primary screen, ATP luminescence, uHTS. MIN6 cells proliferation, ATPlite luminescence, 48 h; cells starved in 0.2% serum; 100% = growth in 10% serum. proliferation, % at 10 µM. 330,000 compounds, 0.29% hits;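 active = compounds whose signal lies at least 3.5 SD above the mean of all wells on their plate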;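 note: 0% = DMSO-treated cells in low-serum medium and 100% = 10% serum control; some compounds called inactive have numbers as strong as hits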
hIAP activ: human IAP activators, primary screen, biochemical, luminescence, uHTS; purified human IAP, CDP-Star luminescence, 30 min; active compounds read high; 1 = vehicle-only enzyme, 0 = enzyme-free background; Intestinal-type alkaline phosphatase (Homo sapiens), P09923; 330,000 compounds, 0.16% hits; activation factor at 10 µM; AID 2524, 2010;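 active = activation factor of the enzyme at least 2-fold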; note: the source names both 10 and 20 µM as test concentration; values of inactives mirror those of a sister screen read the other way
mIAP act: activators of mouse IAP, primary screen, biochemical, luminescence, uHTS. muIAP, CDP-Star luminescence, 30 min; active compounds read high; 1 = vehicle-only enzyme signal, 0 = enzyme-free wells. activation factor at 10 µM. AID 2805, 2010. intestinal alkaline phosphatase [Mus musculus]. 330,000 compounds, 0.24% hits;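 active = activation factor of at least 2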; note: the source names both 10 and 20 µM as test concentration; values of inactives mirror those of a sister screen read the other way
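System: mouse IAP enzyme. Reagent: CDP-Star chemiluminescent phosphatase substrate. Benchmarks: DMSO wells, no-enzyme wells. Times: 30 min enzyme-substrate-compound incubation at room temperature. Detection: luminescence from enzymatic CDP-Star hydrolysis. Doses: test compounds delivered from DMSO solution.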
mIAP block: inhibitors of mouse IAP, primary screen, biochemical, luminescence, uHTS. inhibition, % at 10 µM. purified mouse IAP, CDP-Star luminescence, 30 min. 330,000 compounds, 0.2% hits. intestinal alkaline phosphatase [Mus musculus];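 active = inhibition of at least 40% at 10 µM in the primary screen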;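 note: plate controls were DMSO with enzyme for no effect and no enzyme wells for full effect; values of inactives mirror those of a sister screen read the other way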
MPTP block: mitochondrial permeability transition pore inhibitors, primary screen, biochemical, isolated mouse mitochondria, absorbance | Ca2+ swelling absorbance, 30 min | inhibition, % at 10 µM | 360,000 compounds, 1.4% hits;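 active = inhibition of 50% or more, scaled per plate between neutral and stimulator controls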;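 note: 0% = DMSO wells given calcium and 100% = 1 mM EGTA wells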
hIAP inh: human IAP inhibitors, primary screen, biochemical, luminescence, uHTS | Intestinal-type alkaline phosphatase (Homo sapiens), P09923 | purified IAP, CDP-Star luminescence, 30 min | inhibition, % at 10 µM | 330,000 compounds, 0.12% hits;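 active = inhibition reaching a set limit with compound at 10 µM in the primary screen, cut at about 35% in these data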;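 note: plate controls were DMSO wells with enzyme for no effect and no-enzyme buffer wells for full effect; values of inactives mirror those of a sister screen read the other way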
GRIN3A LBD mod: binders of NR3A ligand-binding domain, primary screen, biophysical, differential scanning fluorimetry, uHTS; Glutamate receptor ionotropic, NMDA 3A (GRIN3A) ligand-binding domain; NR3A LBD differential scanning fluorimetry, Tm shift; 0% = protein alone, 100% = glycine-bound protein; Tm shift relative to glycine control, % at 25 µM; 340,000 compounds, 2.5% hits; AID 1259313, 2017;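 active = melting temperature shift of at least 10% of the positive control shift, at one fixed dose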
* hit, by the source's call.

cpd | molecule | A3A deaminase | APOBEC3G inh | MIN6 prolif | hIAP activ | mIAP act | mIAP block | MPTP block | hIAP inh | GRIN3A LBD mod
1 | N=c1oc2ccc3ccccc3c2cc1-c1nnc2n1CCCCC2 | -2 | -5 | 3 | 0.82 | 0.98 | 2 | -0.5 | 18 | 1
2 | O=C(C(c1ccccc1)c1ccccc1)N(Cc1ccco1)C1CCS(=O)(=O)C1 (stereo unspecified) | 3 | -2 | -1 | 0.83 | 0.95 | 5 | -0.6 | 17 | 0
3 | COc1ccccc1C(=O)Nc1cc(-c2ccc(C)cc2)no1 | -5 | -7 | -1 | 0.95 | 0.96 | 4 | 0.5 | 5 | -3
4 | Cc1noc(C)c1S(=O)(=O)N(CC(=O)NCc1ccc(Cl)cc1)c1ccc2c(c1)OCO2 | 1 | 2 | -7 | 0.99 | 1.1 | -12 | -1.1 | 1 | -4
5 | O=C(CCN1CCOCC1)NC1CCCN(Cc2ccccc2F)C1 (stereo unspecified) | 1 | 1 | 1 | 0.82 | 1 | 0 | 1.6 | 18 | 2
6 | COc1cc(NC(=S)NC2CC2)c(OC)cc1Cl | -2 | -2 | -2 | 0.92 | 1.1 | -7 | 1.8 | 8 | -3
7 | N#Cc1c(-c2ccccc2)nc(-c2ccccc2)nc1N1CCOCC1 | -1 | -1 | -1 | 0.9 | 0.96 | 4 | -2.8 | 10 | 0
8 | COc1ccc2oc(C(=O)OCC(=O)N3C(C)CCCC3C)c(C)c2c1 (stereo unspecified) | 3 | -4 | 0 | 0.94 | 0.92 | 8 | 0.0 | 6 | 1
9 | CN(CC1COc2ccccc2O1)C(=O)c1ccc(Cl)c(S(=O)(=O)N2CCCCCC2)c1 (stereo unspecified) | -4 | -7 | -5 | 1.1 | 1 | -2 | 0.0 | -6 | 1
10 | Cc1nc(NC(=O)c2ccc(F)cc2)nc2cc3c(cc12)OCO3 | 2 | 0 | -2 | 0.93 | 0.91 | 9 | -1.6 | 7 | 1
11 | C[C@@H]1C(NC(=O)c2ccccc2)CC2CC1C2(C)C (stereo partly specified) | -6 | -4 | -2 | 1.1 | 1.1 | -7 | -0.6 | -9 | 0
12 | CC(=O)Nc1ccc(C(=O)N/N=C(\C)CC(=O)Nc2ccc(OCc3ccccc3)cc2)cc1 | -1 | -3 | 0 | 1.2 | 1.1 | -7 | 0.6 | -24 | -3
13 | CCCCn1nc2cc(C(=O)NCCc3cccs3)ccc2c1OCC | -4 | -11 | 5 | 1 | 1 | -4 | 0.0 | -1 | 3
14 | CCOc1ccc(CCNC(=O)COC(=O)c2ccc(C)s2)cc1OCC | 0 | 3 | 0 | 1.3 | 1 | 0 | -0.3 | -30 | 2
15 | CC(C)OC(=O)/C(=C/c1ccc(Br)cc1)NC(=O)c1ccco1 | 8 | -1 | -4 | 0.84 | 1 | -1 | -0.4 | 16 | -1
16 | CCOC(=O)N1CCN(C(=O)c2ccc(CNS(=O)(=O)c3ccc(NC(C)=O)cc3)cc2)CC1 | 0 | 1 | -3 | 1.2 | 0.89 | 11 | -0.9 | -21 | 0
17 | COc1ccc(S(=O)(=O)N(C)C)cc1NC(=O)CSc1ncccn1 | -1 | -4 | -4 | 0.93 | 0.96 | 4 | -0.2 | 7 | -2
18 | COc1cc(/C=C/C(=O)OCC(=O)Nc2ccc([N+](=O)[O-])cc2)ccc1O | -7 | -3 | 0 | 0.98 | 1.1 | -7 | 6.2 | 2 | 0
19 | O=C(Nc1ccc(N2CCN(c3ccc(O)cc3)CC2)cc1)Oc1ccccc1 | -4 | 3 | -3 | 0.88 | 0.86 | 14 | 0.9 | 12 | 8
20 | N#Cc1c(N2CCCC2)nc(N)c2c(N)nc(N3CCCC3)cc12 | -4 | -3 | -4 | 1.1 | 0.83 | 17 | -7.1 | -8 | -12
21 | Cc1c(C(=O)OCC(=O)N2CCCC2=O)oc2ccccc12 | 0 | -7 | 4 | 1 | 0.96 | 4 | 0.3 | -2 | 0
22 | Cc1cc(C)n(-c2ncnc3sc4c(c23)CCCC4)n1 | -1 | -6 | -3 | 0.95 | 0.96 | 4 | 0.0 | 5 | -3
23 | CCC(C)(C)n1nnnc1C(c1ccc2ncccc2c1)N1CCN(c2nc3ccccc3s2)CC1 (stereo unspecified) | -2 | -1 | -4 | 0.97 | 0.94 | 6 | 0.2 | 3 | -6
24 | COc1ccc(C2Nc3ccccc3C(=O)N2Cc2ccccc2)cc1CN1CCOCC1 (stereo unspecified) | -3 | -8 | -3 | 0.97 | 1.1 | -6 | 1.6 | 3 | -2
25 | Cc1nc2nc(NC(=O)c3ccco3)nn2c(C)c1Cl | -2 | -9 | 2 | 1.2 | 0.9 | 10 | -1.9 | -18 | 2
26 | COc1ccc(S(=O)(=O)N(CC(=O)N2CCOCC2)Cc2ccccc2)cc1 | 3 | 2 | -1 | 3.2* | 0.94 | 6 | 0.2 | -216 | 1
27 | CC(=O)NC1C(Oc2ccc(C=O)cc2)OC(COC(C)=O)C(OC(C)=O)C1OC(C)=O (stereo unspecified) | 5 | -5 | 0 | 1 | 1 | -5 | -1.0 | -4 | 1
28 | CC(Sc1nnc(Cc2ccccc2)n1C)C(=O)NC1CC1 (stereo unspecified) | -2 | -10 | -2 | 0.93 | 1.1 | -9 | -2.4 | 7 | 2
29 | Fc1ccc(-c2nnn3c2nc(NCc2ccccc2)c2ccccc23)cc1 | -5 | -7 | -2 | 1 | 1.1 | -14 | 9.5 | -4 | 1
30 | Cc1cc2ccccn2c1C(=O)c1ccc(Cl)cc1 | 0 | 0 | -5 | 0.87 | 0.88 | 12 | 1.8 | 13 | 1
31 | CCN(CC)S(=O)(=O)c1ccc(N/N=C/c2cc(OC)ccc2O)nc1 | -4 | -6 | -6 | 1.2 | 0.82 | 18 | 4.2 | -24 | 24*
32 | CC(CCc1ccccc1)NS(=O)(=O)c1ccccc1Cl (stereo unspecified) | 3 | 6 | 2 | 0.94 | 1.1 | -12 | 0.3 | 6 | 0
33 | Cc1ccc(C(=O)Nc2ccccc2-c2ccccc2)o1 | -5 | -6 | 0 | 1.1 | 1 | -3 | -0.1 | -15 | 0
34 | O=C(Nc1ccc(Cl)c(C(F)(F)F)c1)C1CCCN(S(=O)(=O)c2cnc[nH]2)C1 (stereo unspecified) | -1 | -1 | -3 | 0.96 | 1 | -1 | 6.4 | 4 | -7
35 | O=C(Nc1c(C(=O)O)[nH]c2ccc(F)cc12)c1cccc(C(F)(F)F)c1 | 6 | 1 | -2 | 1.1 | 0.93 | 7 | 1.4 | -7 | 12*
36 | O=C(Nc1ccc(F)cc1F)c1csc(-c2cccs2)n1 | -1 | -2 | 2 | 0.97 | 0.91 | 9 | 2.2 | 3 | 2
37 | O=C(COC(=O)CNS(=O)(=O)c1ccc(Br)cc1Cl)Nc1ccc(N2CCOCC2)cc1 | 0 | -12 | -1 | 0.91 | 1 | -1 | 0.5 | 9 | -1
38 | Cc1ccc(C(=O)O/N=C(\c2ccccc2)c2cccnc2)cc1 | 0 | -2 | -2 | 0.85 | 1 | -2 | 0.0 | 15 | 2
39 | NC(=O)c1c(NC(=O)CCCC(=O)O)sc2c1CCCCCC2 | 1 | -2 | -2 | 0.84 | 1 | 0 | -0.9 | 16 | -4
40 | COc1ccc(-c2csc(NC(=O)C3CSC4(C)CCC(=O)N34)n2)cc1 (stereo unspecified) | 5 | -2 | 3 | 1 | 1.1 | -11 | -1.2 | -2 | -2
41 | COc1ccc(N2CC(C(=O)Nc3ccccc3N3CCCC3)CC2=O)c(OC)c1 (stereo unspecified) | -1 | -11 | -2 | 0.94 | 0.92 | 8 | -0.8 | 6 | 3
42 | O=P(O)(CCc1ccncc1)CN1CCCCC1 | -2 | -4 | 2 | 0.82 | 0.91 | 10 | -0.5 | 18 | -2
43 | COc1cc2c(cc1/C=C1/NC(=O)N(c3ccccc3)C1=O)OCO2 | 0 | 1 | 3 | 0.91 | 1 | -1 | -3.2 | 9 | -10
44 | O=c1c2ccccc2nc(-c2ccco2)n1/N=C/c1ccco1 | 2 | 1 | 0 | 1 | 0.98 | 2 | 0.1 | -3 | -3
45 | CCOc1ccc(NC(=O)COC(=O)c2ccc3c(c2)C(=O)N(CCc2ccccc2)C3=O)cc1 | -3 | -1 | 0 | 0.91 | 0.98 | 2 | -0.1 | 9 | 1
46 | CN(C)CCCN(C(=O)c1ccc2c(c1)CCCC2)c1nc2ccc(F)cc2s1 | 3 | 1 | 0 | 0.91 | 0.98 | 2 | -1.3 | 9 | 1
47 | CCCCn1c(N)c(N(CCC(C)C)C(=O)C2CCN(C(=O)c3ccccc3C)CC2)c(=O)[nH]c1=O | 26 | 2 | -1 | 0.94 | 1 | -4 | -0.1 | 6 | 1
48 | O=C(NCCO)C1(c2ccc(Cl)cc2)CCCC1 | 3 | 0 | 3 | 0.88 | 1 | 0 | 0.4 | 12 | -2
49 | COc1ccc2oc(-c3ccccc3)c(C(=O)N3CCOCC3)c2c1 | -1 | 4 | -2 | 1.1 | 0.99 | 1 | 0.2 | -7 | -1
50 | COc1cc(C)nc(N2CCCC(C(=O)Nc3cccc(Cl)c3C)C2)n1 (stereo unspecified) | -3 | -4 | -2 | 1 | 1 | -5 | 4.1 | -4 | -1
51 | Cc1cc(Nc2ccc(Br)cc2F)n2ncnc2n1 | -2 | 5 | -3 | 0.9 | 0.86 | 14 | -0.9 | 10 | -1
52 | CCOC(=O)c1cc(NC(=O)c2ccc(Cl)cc2)c(=O)n2c1oc1ccc(Cl)cc12 | 4 | 1 | -3 | 1 | 0.91 | 9 | -3.9 | 0 | 2
53 | CCCCN(CC)CCNC(=O)c1ccc2c(Cl)c3c(nc2c1)CCC3 | 4 | -2 | -5 | 1 | 0.94 | 6 | 0.8 | -2 | -2
54 | O=C(COC(=O)Cn1cnc2ccccc21)NCCCc1ccccc1 | -1 | -7 | -2 | 1 | 0.95 | 5 | -2.3 | -1 | 1
55 | CCOC(=O)N1CCN(C(=O)C2CC(=O)N(c3ccc(OC)cc3)C2c2ccc(OC)cc2)CC1 (stereo unspecified) | -4 | -2 | -2 | 0.87 | 0.87 | 13 | 0.6 | 13 | 1
56 | O=C(Nc1ccncc1)C1(c2ccccc2)CCCC1 | -1 | -4 | 1 | 0.86 | 1 | -2 | 1.7 | 14 | -2
57 | Cc1cccc(NC(=O)COc2coc(CN3CCN(c4ccccc4)CC3)cc2=O)c1C | -2 | -10 | -3 | 0.94 | 1 | -3 | -0.3 | 6 | 0
